OX1R antag-1 – antagonists of human orexin 1 receptor (OX1R) | O43613 | OX1R-expressing cells, FRET antagonist read-out | inhibition, % at 6.6 µM | 330,000 compounds, 1.8% hits | AID 485270; in the data active = inhibition mostly above about 38%, no sharp cut-off; inactive = mostly below about 40%;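 also: 0% = agonist challenge alone and 100% = reference antagonist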
Target sequence (O43613 whole entry, looked up): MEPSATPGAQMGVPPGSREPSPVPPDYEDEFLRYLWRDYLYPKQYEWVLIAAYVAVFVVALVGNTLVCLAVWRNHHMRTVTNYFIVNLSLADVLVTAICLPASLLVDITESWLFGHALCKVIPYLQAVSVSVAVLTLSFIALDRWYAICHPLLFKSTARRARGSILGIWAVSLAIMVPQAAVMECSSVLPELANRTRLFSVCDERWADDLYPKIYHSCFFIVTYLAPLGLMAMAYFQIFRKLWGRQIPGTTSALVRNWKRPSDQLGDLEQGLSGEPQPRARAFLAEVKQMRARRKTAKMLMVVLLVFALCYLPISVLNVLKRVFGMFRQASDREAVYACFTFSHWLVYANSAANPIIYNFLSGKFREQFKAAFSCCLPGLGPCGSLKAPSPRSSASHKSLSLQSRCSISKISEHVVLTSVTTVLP
OX1R antag-2 – blocks the human orexin 1 receptor. O43613. CHO/OX1R cells, Fluo-8 calcium fluorescence, orexin A. inhibition, % at 5 µM. 330,000 compounds, 0.43% hits. AID 434989;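 active = inhibition above its plate's threshold, mean inhibition of all tested compounds on the plate plus 3 SD, cut at about 37% in these data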;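 also: 0% = orexin A challenge wells and 100% = SB-334867-A antagonist wells; not every result past the cut was called active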
STK33 inh – blocks human STK33 kinase activity; inhibition, % at 10 µM; 320,000 compounds, 0.073% hits; Q9BYT3; purified STK33, MBP phosphorylation, ADP-Glo luminescence; AID 2661;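 active = inhibition at or above 25%, using the most active replicate where run in duplicate; inactive = inhibition below 25%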
Target sequence (Q9BYT3 whole entry, looked up): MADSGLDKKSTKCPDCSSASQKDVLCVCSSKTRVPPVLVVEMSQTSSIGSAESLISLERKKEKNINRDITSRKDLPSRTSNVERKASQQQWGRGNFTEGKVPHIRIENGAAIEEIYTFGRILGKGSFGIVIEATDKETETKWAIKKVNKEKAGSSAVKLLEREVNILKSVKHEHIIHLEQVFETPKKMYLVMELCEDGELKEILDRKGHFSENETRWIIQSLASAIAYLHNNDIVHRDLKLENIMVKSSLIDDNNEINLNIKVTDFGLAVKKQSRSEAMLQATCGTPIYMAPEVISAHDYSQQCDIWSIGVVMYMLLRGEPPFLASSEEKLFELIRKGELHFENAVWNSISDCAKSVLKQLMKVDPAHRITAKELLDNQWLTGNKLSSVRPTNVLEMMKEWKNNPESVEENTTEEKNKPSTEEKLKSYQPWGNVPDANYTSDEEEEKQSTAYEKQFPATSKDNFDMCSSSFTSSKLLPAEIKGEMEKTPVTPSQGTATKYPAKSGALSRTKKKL
* = called active by the depositor; . = no result given.

Start of the data: the first seven entries, to show the layout:
OX1R antag-1,OX1R antag-2,STK33 inh,SMILES
18,-28,-0.5,COCCOC(=O)C1=C(C)Nc2cc(=O)[nH]c(=O)n2C1c1cccc([N+](=O)[O-])c1 (configuration not stated)
19,1,-1.2,FC(F)(F)c1cccc(-c2ccn3ncnc3n2)c1
6,-6,0.8,O=C(Nc1cccc(Cl)c1)C1CCCN(c2cnccn2)C1 (configuration not stated)
1,-27,0.1,Cc1noc2ncnc(Oc3ccc4ccccc4c3)c12
7,-20,1.9,CCO[C@H]1OC(C(=O)N2CCN(Cc3ccc4c(c3)OCO4)CC2)=C[C@@H](C(C)(C)C)[C@@H]1CCCO
7,-23,-1.3,COc1ccc(S(=O)(=O)N2CCN(CCc3ccccc3)CC2)c(OC)c1
8,-2,-0.3,S=c1nccc(-c2cc(Cl)sc2Cl)[nH]1

This part in full, repeating the preview:
OX1R antag-1,OX1R antag-2,STK33 inh,SMILES
18,-28,-0.5,COCCOC(=O)C1=C(C)Nc2cc(=O)[nH]c(=O)n2C1c1cccc([N+](=O)[O-])c1 (configuration not stated)
19,1,-1.2,FC(F)(F)c1cccc(-c2ccn3ncnc3n2)c1
6,-6,0.8,O=C(Nc1cccc(Cl)c1)C1CCCN(c2cnccn2)C1 (configuration not stated)
1,-27,0.1,Cc1noc2ncnc(Oc3ccc4ccccc4c3)c12
7,-20,1.9,CCO[C@H]1OC(C(=O)N2CCN(Cc3ccc4c(c3)OCO4)CC2)=C[C@@H](C(C)(C)C)[C@@H]1CCCO
7,-23,-1.3,COc1ccc(S(=O)(=O)N2CCN(CCc3ccccc3)CC2)c(OC)c1
8,-2,-0.3,S=c1nccc(-c2cc(Cl)sc2Cl)[nH]1
24,-30,-0.7,Cc1occc1C(=O)N/N=C/c1cccc2ccccc12
10,-15,0.0,O=C(/C=C/c1ccccc1)N1CCN(S(=O)(=O)c2ccc(F)cc2)CC1
11,-18,0.4,ClC(Br)=C(n1cnc2ccccc21)n1cnc2ccccc21
20,-24,12,CN1/C(=N\O)c2cccc3cccc1c23
12,-13,-0.6,O=C(CSc1nnc(NC(=O)C2CCC2)s1)NC1CC1
32,-10,6.9,O=C(NCCN1CCOCC1)c1sc2ccccc2c1Cl
10,-14,4.0,CCn1c(SCC(=O)NCc2ccccc2)nc2nc3c(cc2c1=O)CCCC3
18,-16,-0.9,CCNC(=S)Nc1cc(OCC)c(NC(=O)c2cccs2)cc1OCC
7,-9,-0.5,COc1ccc(CN2C(=O)CS/C2=N/N=C/c2cccs2)cc1
23,-23,-2.0,COc1cccc(-c2ncc3ccccc3c2COC(=O)CCC(=O)O)c1
8,-9,0.0,COc1ccc(CNC(=O)COC(=O)/C=C/c2ccco2)cc1
13,-10,-1.5,CC1CN(C(=O)c2cc3ccccc3oc2=O)CC(C)O1 (configuration not stated)
17,-19,0.6,COc1ccc(NC(=O)c2ccco2)cc1NC(=O)COc1ccccc1
9,-21,3.1,Cc1nc(NC(=O)COc2ccccc2)sc1C(=O)Nc1ccccc1
24,-9,-1.4,Cc1ccc(SCc2c(C(=O)N/N=C/C3CC=CCC3)nnn2-c2nonc2N)cc1 (configuration not stated)
7,-7,0.0,Nc1nnc(CC(=O)N/N=C\c2ccc(-c3cccc(Cl)c3)o2)s1
6,6,-3.0,Cc1ccc(N2CC(C(=O)NCc3cccnc3)CC2=O)cc1 (configuration not stated)
12,-3,0.9,CC(=O)c1c(C)[nH]c(-c2ccccc2)c1C

A few values from above.
`O=C(Nc1cccc(Cl)c1)C1CCCN(c2cnccn2)C1` (configuration not stated) – STK33 inh: 0.8
`COc1ccc(CN2C(=O)CS/C2=N/N=C/c2cccs2)cc1` – OX1R antag-2: -9
`ClC(Br)=C(n1cnc2ccccc21)n1cnc2ccccc21` – OX1R antag-2: -18
`COc1cccc(-c2ncc3ccccc3c2COC(=O)CCC(=O)O)c1` – STK33 inh: -2.0
`Cc1nc(NC(=O)COc2ccccc2)sc1C(=O)Nc1ccccc1` – OX1R antag-1: 9
`Cc1ccc(N2CC(C(=O)NCc3cccnc3)CC2=O)cc1` (configuration not stated) – OX1R antag-2: 6
`S=c1nccc(-c2cc(Cl)sc2Cl)[nH]1` – STK33 inh: -0.3

Additional entries:
OX1R antag-1,OX1R antag-2,STK33 inh,SMILES
7,2,0.6,C/C(=N\N=C(/N)SC1CC(=O)N(c2ccc(Cl)cc2)C1=O)c1cccs1 (configuration not stated)
20,-21,-1.3,COc1ccc(CNC(=O)C2CCCN2S(=O)(=O)c2ccc(C)cc2)cc1 (configuration not stated)
16,-6,-0.1,Cc1c(NS(=O)(=O)c2ccccc2F)c(=O)n(-c2ccccc2)n1C
11,-16,0.5,COc1ccc(CCNS(=O)(=O)c2ccc(C3CNC(=O)C3)cc2)cc1OC (configuration not stated)
13,-13,-0.8,Cc1ccc(S(=O)(=O)NC(C)(C)CN2CCCCC2)cc1
10,-2,0.6,OCCN1CCN(C(=S)Nc2ccc(Oc3ccccc3)cc2)CC1
11,2,0.3,COCc1cc(C)nc(SCC[N+](C)(C)CC(=O)c2ccccc2)c1C#N
2,-6,-0.6,COc1ccccc1C(=O)NC(=O)COC(=O)CN1C(=O)NC2(CCCCC2C)C1=O (configuration not stated)
8,-20,-1.2,O=C(OC1CCOC1=O)C1CCN(S(=O)(=O)c2ccc(Cl)c(C(F)(F)F)c2)CC1 (configuration not stated)
12,-24,0.3,COc1ccc(-n2c(C)cc(/C=C3\C(=O)NN(c4ccccc4)C3=O)c2C)cc1
18,-24,0.5,CC(=O)c1c(C)[nH]c(C(=O)Nc2ccc(C)c(C)c2)c1C
17,-24,-0.6,N#Cc1ccccc1NC(=O)COC(=O)CCc1ccc(S(=O)(=O)N2CCCCC2)cc1
17,0,0.5,COc1ccccc1CC(=O)Nc1ccc2c(c1)C(=O)NC2=O
10,-3,-1.3,CCN(CC)CCCNC(=O)c1[nH]c(C)c(C(=O)NC2CCCCC2)c1C
6,-19,.,Cc1cc(C)n(CCCNC(=O)c2ccc(C)c(S(=O)(=O)N3CCOCC3)c2)n1
5,3,-0.3,CCOC(=O)c1c(C2COc3ccccc3O2)csc1NC(=O)c1ccccc1 (configuration not stated)
13,-33,0.6,CCOc1ccc(S(=O)(=O)N(C)CC(=O)NCc2ccc3c(c2)OCO3)cc1
14,-29,0.1,Cn1c(=O)[nH]c(=O)c2c1nc(N1CCCCCC1)n2CCSc1nc2ccccc2o1
-1,-14,8.9,COc1cc(NC(=O)c2ccco2)c(C(=O)OCC(=O)Nc2ncc(Cl)cc2Cl)cc1OC
16,-2,0.8,O=C(COC(=O)/C=C/c1ccccc1Cl)NCc1ccco1
6,-20,1.4,COc1ccc(CC(=O)Nc2ccc(C(=O)Nc3ccccc3C(=O)O)cc2)cc1OC
18,-2,2.1,N#Cc1ccc(CSc2nnc(-c3ccncc3)o2)cc1
11,-43,-0.6,COC(=O)c1ccc(Cn2nc(C)c([N+](=O)[O-])c2C)o1
8,-24,-1.4,CCn1cc(Br)c(C(=O)Nc2ccc(Cl)cc2Cl)n1
10,-12,-1.2,CC(=O)OC/C=C(\C)CCC=C(C)C

Later entries
OX1R antag-1,OX1R antag-2,STK33 inh,SMILES
16,-10,-0.9,CCC(=O)Oc1ccc(C(=O)Nc2cccc(C(=O)NC(C)(C)C)c2)cc1
9,-13,-0.5,CN(C)c1nc2c(c(=O)[nH]c(=O)n2C)n1CCCc1ccccc1
25,-17,-0.2,O=C(NCc1nnnn1-c1ccc(F)c(F)c1)c1ccc2c(c1)OCO2
1,-37,-1.8,CCOc1cc(C(=O)OCC(=O)Nc2cccc(S(=O)(=O)NC3=NCCCCC3)c2)cc(OCC)c1OCC
1,-8,-1.5,COCCn1c(C)cc(C(=O)COC(=O)C23CC4CC(CC(O)(C4)C2)C3)c1C
9,-3,-0.9,COC(=O)C1CCN(C(=O)COC(=O)CC(NC(N)=O)c2ccc(Cl)cc2)CC1 (configuration not stated)
24,-26,3.3,COc1ccc2nc(NC(=O)C3COc4ccccc4O3)sc2c1 (configuration not stated)
9,-7,-0.6,Cc1ccc(C(=O)NCC(=O)Nc2ccncc2)s1
2,-10,-0.9,Cc1cccc(-c2nnc(SCC(=O)Nc3ncccn3)n2C)c1
5,-18,-1.6,CS(=O)(=O)Nc1cccc(C2=NN(S(=O)(=O)c3ccccc3)C(c3ccco3)C2)c1 (configuration not stated)
10,14,-1.1,Cc1[nH]c2ccccc2c1/C=C/C(=O)c1ccncc1
18,-7,-0.1,N#Cc1c(N)nc2c3c(sc(=N)c2c1N)NC(=O)CC3c1c(F)cccc1Cl (configuration not stated)
24,-5,-0.9,CS(=O)(=O)c1ccc(S(=O)(=O)N2CCC(CO)(CCCc3ccccc3)CC2)cc1
19,-26,-0.4,COc1cc2[nH]c(=O)n(CCCCCC(=O)NCCc3c[nH]c4ccccc34)c(=O)c2cc1OC
25,-4,-0.2,COCCc1nn2c(=O)cc(COC(=O)c3cc(OC)c(OC)c(OC)c3)nc2s1
1,-8,-2.0,O=C(NCC(=O)N1CCN(Cc2ccccc2)CC1)c1ccc(Br)cc1
-6,-15,-1.1,CN(C)N1C(N)=C(C#N)C(c2ccc(F)cc2)C2=C1CCCC2=O (configuration not stated)
8,7,-1.1,C[C@H](CO)N1C[C@H](C)[C@@H](CN(C)S(=O)(=O)c2cn(C)cn2)Oc2ccc(NC(=O)Cc3ccccc3)cc2C1=O
25,-28,0.1,Cc1cc(C)c(C)c(OCCCOc2cccc3cccnc23)c1
16,1,-0.6,COc1ccc(CCC(C(O)C(F)(F)F)S(=O)c2ccccc2)cc1 (configuration not stated)
17,-10,-0.4,CC1(C)CC(NC(=O)c2ccccn2)CC(C)(C)N1O
23,-10,0.6,N#Cc1c(-c2ccccc2)nc(SCC(=O)N(c2ccccc2)c2ccccc2)[nH]c1=O
5,-18,0.8,CCOC(=O)N1CCC(N2Cc3cccc(C(=O)NCc4ccccn4)c3C2=O)CC1
7,-13,0.2,CCN(CC(=O)NCc1ccc(F)cc1)C(=O)C1CCN(C(=O)Nc2ccccc2)CC1
7,-12,2.4,COc1ccc(Nc2nc(N)c([N+](=O)[O-])c(N3CCN(C)CC3)n2)cc1

Later entries:
OX1R antag-1,OX1R antag-2,STK33 inh,SMILES
11,-50,1.3,CC(C)c1nc2c(s1)CCc1onc(-c3cccc([N+](=O)[O-])c3)c1-2
44,4,0.8,CCn1nc(-c2ccccc2)c2nc3ccccc3nc21
12,-27,-0.9,OCC[C@@H]1C[C@@H](O)[C@H](O)[C@@]2(OCCc3ccccc32)O1
5,-6,-1.3,O=S(=O)(c1ccc(NC(=S)N/N=C/c2ccc(Oc3ccccc3)cc2)cc1)N1CCOCC1
6,3,3.0,Cc1ccc(C(=O)/C=C\C(=O)c2ccc(C)cc2)cc1
20,0,-0.1,COc1cc(C#Cc2c(-c3cncn3C)n(C)c3ccc(-c4cnc(OC)nc4)cc23)cc(OC)c1
4,-14,0.5,CC1CCCC/C1=N\NS(=O)(=O)c1ccc(Br)cc1 (configuration not stated)
29,-15,-0.8,Cc1ccccc1NC(=O)OCCN1CCN(Cc2ccccc2)CCC1=O
18,-32,-1.1,COc1ccccc1NS(=O)(=O)c1cccc(C(=O)NCC(C)(C)N2CCOCC2)c1
13,-7,-1.9,CCOCCCNC(=O)c1ccc(Cn2c(=O)[nH]c3ccsc3c2=O)cc1
7,4,-0.4,O=C(Nc1nc(-c2ccc(S(=O)(=O)N3CCCC3)cc2)cs1)c1cccs1
6,-17,-1.1,CCN(C(=O)COC(=O)c1ccccc1Cc1ccccc1)C1CCS(=O)(=O)C1 (configuration not stated)
2,-1,-1.2,COc1ccc(-n2nnnc2-c2cccnc2)cc1
12,-6,-4.7,COc1cccc(/C=C/C2=CC(C)(C)NC(=S)N2)c1
12,-12,0.9,COC(=O)C1C(O)=C(C=NCC(C)N=CC2=C(O)C(C(=O)OC)C(C)(C)CC2=O)C(=O)CC1(C)C (configuration not stated)
7,-15,-0.1,N#CC(c1ccc(Cl)cc1)(c1ncc(C(F)(F)F)cc1Cl)N1CCOCC1 (configuration not stated)
13,-18,-1.3,COc1cccc(-n2nnnc2SCC(=O)NC2CCCCC2)c1
23,-14,-1.6,Cc1ccc(C(=O)NC(=S)Nc2ccccc2C(F)(F)F)cc1
2,6,-1.0,COc1ccc(-c2nnnn2C(C)C)cc1
19,-17,1.1,CCc1nnc(NC(=O)c2ccc(S(=O)(=O)N3CCCC3)cc2)s1
69*,-4,-0.2,COC(=O)/C(=C\c1ccc([N+](=O)[O-])o1)NC(=O)c1ccccc1
10,-30,.,Cn1cc(C(=O)NCc2cccnc2)c(=O)c2cc(S(=O)(=O)N3CCCCCC3)ccc21
14,-7,-0.4,CCOC(=O)c1c(NC(=O)Cn2nc([N+](=O)[O-])c(Br)c2C)sc2c1CCC(C)C2 (configuration not stated)
19,-29,0.6,CC(=O)Nc1ccc(NC(=O)C(C)OC(=O)CNS(=O)(=O)/C=C/c2ccc(C)cc2)cc1 (configuration not stated)
22,-19,0.1,CCCn1nnc(NC(=O)COc2ccc(Cl)cc2)n1

Following part.
OX1R antag-1,OX1R antag-2,STK33 inh,SMILES
16,-22,-1.5,COc1cc(CNC2CCCCCCC2)cc(Cl)c1OC
13,-11,2.9,COCCn1c(=O)[nH]c2cc(C(=O)N3CCN(c4cccc(C(F)(F)F)c4)CC3)ccc2c1=O
5,-5,.,O=C(COC(=O)/C=C/c1cccc(C(F)(F)F)c1)NC1CCS(=O)(=O)C1 (configuration not stated)
13,-34,-2.2,C=C(C)COc1cc2oc(=O)c(CC(=O)N3C[C@H]4C[C@@H](C3)c3cccc(=O)n3C4)c(C)c2cc1Cl
22,-29,.,O=C(COc1ccccc1)N[C@@H]1c2ccccc2CC[C@@H]1OCc1ccccc1
7,-16,-0.2,OCCN1CCN(c2nc(N3CCCCC3)nc(N3CCCCC3)n2)CC1
5,-18,-1.0,CCOC(=O)N1CCC(N(CCN(C)C)C(=S)Nc2ccc(OCC)cc2)CC1

Assay outcomes from PubChem BioAssay.
